STAT3 blocker: IL-6 driven STAT3 reporter inhibitors, primary screen, U3A cells, luciferase, luminescence, MLSCN library; hit rate 0.89% among 190,000; IL-6 STAT3-luciferase reporter; host cell line lacks STAT1; inhibition, % at 5.5 µM; AID 862, 2007;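 active means inhibition above the mean inhibition across all screened compounds plus 3 SD, cut at about 44% in these data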;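 further: 0% = DMSO only wells and 100% = 100 µM nifuroxazide control wells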
STAT1 blocker: STAT1 signaling inhibitors, primary screen, cell-based, HTS, luciferase reporter. NIH 3T3 STAT1-luciferase reporter, IFN-gamma, luminescence. hit rate 0.35% among 200,000. inhibition, % at 5.5 µM;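 active means inhibition above a set limit, the mean inhibition across all tested compounds plus 3 SD, cut at about 34% in these data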;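 further: 0% = IFN-gamma with DMSO and 100% = IFN-gamma with 300 µM nifuroxazide; values of inactives mirror those of a sister screen read the other way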
Redox H2O2 prof: compounds producing H2O2 with reducing agent – biochemical, NIH compound library profiling, artefact control for MLSCN library redox annotation, primary screen. DTT-dependent redox cycling H2O2, phenol red/HRP absorbance; 100% = 100 µM peroxide control, 0% = buffer. activation, % at 10 µM. hit rate 0.03% among 200,000. AID 878, 2007;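 active means activation of at least 50% relative to the plate's high and low controls in the primary single-dose screen; inactive means activation below 50%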;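 further: compound incubated with DTT at 0.8 mM final as the reducing agent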
NF-kB expr up: activators of NF-kB expression in neurons, primary screen, cell-based, HTS; human neuronal cells, NF-kB reporter expression; active compounds read high; fold change at 12.5 µM; hit rate 1.6% among 190,000; in the data active means fold change above about 3.3
Hsp70 activator: Hsp70 transcriptional activators, primary screen, cell-based, HeLa, Hsp70 promoter luciferase, luminescence, 10 µM; HeLa Hsp70 promoter luciferase reporter; scaled: vehicle 0, proteasome-inhibitor control 100%; hit rate 0.04% among 200,000; activation, % at 10 µM; AID 1203, 2008;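 active means activation above the mean across all tested compounds plus 3 SD, cutoff set per campaign, cut at about 5.5% in these data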;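 further: 100% = MG132 at 30 µM as the positive control and 0% = DMSO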
STAT3 act: IL-6 driven STAT3 reporter potentiators, primary screen, U3A cells, luciferase, luminescence, MLSCN library; IL-6 STAT3-luciferase reporter; 100% = signal with IL-6 EC80 alone; activation (% of control), % at 5.6 µM; hit rate 0.91% among 190,000;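 active means activation above the screen-wide mean of compound activation plus 3 SD, cut at about 130% in these data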;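 further: 0% = background luminescence of wells with medium and substrate only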
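Detection: reporter luminescence signal / Assay system: STAT1-lacking human U3A cells, STAT3 luciferase reporter / Incubation: compound pre-incubation 1 h before IL-6, then 6 h stimulation at 37 °C / Control set: IL-6-only high control / Read-out: % activation relative to IL-6 control / Probe or stimulus: Interleukin-6, 33 ng/mL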
STAT1 activator: STAT1 signaling activators, primary screen, cell-based, HTS, luciferase reporter; AID 932, 2007; hit rate 2.6% among 200,000; activation (% of control), % at 5.5 µM; NIH 3T3 STAT1-luciferase reporter, IFN-gamma, luminescence; 100% = IFN-gamma alone, no compound;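 active means activation above the screen-wide mean activation plus 3 SD, cut at about 130% in these data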;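 further: raw ratio to IFN-gamma control signal so 100% means no change and 0% no light; values of inactives mirror those of a sister screen read the other way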
Efa HMGR inh: inhibitors of E. faecalis class II HMGR, primary screen, biochemical, Enterococcus faecalis; HMG-CoA reductase (Enterococcus faecalis, mvaE); purified E. faecalis HMGR, NADPH absorbance 340 nm kinetic; inhibition, % at 10 µM; hit rate 0.41% among 190,000; AID 1066, 2008;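 active means inhibition above a set limit, the median over all tested compounds plus 3 SD, cut at about 9.5% in these data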;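 further: enzyme runs in reverse so mevalonate oxidation gives rising NADPH absorbance; 0% = complete reaction with DMSO and 100% = background rate lacking mevalonate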
APP 5'UTR act: activators of APP 5'UTR luciferase reporter, primary screen, SH-SY5Y cells. SH-SY5Y APP 5'UTR luciferase reporter, luminescence; zero percent = DMSO vehicle wells. activation, % at 2 µM. hit rate 1% among 190,000;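 active means activation above a set limit, based on mean plus 3 SD of controls, cut at about 140% in these data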; further: values of inactives mirror those of a sister screen read the other way
TLR4 MyD88 comp: inhibitors of TLR4-MyD88 association in cells, primary screen, cell-based, HeLa CL3-4, BLA complementation, FRET ratio | Toll-like receptor 4 (Homo sapiens) + Myeloid differentiation primary response protein … | HeLa CL3-4 TLR4/MyD88 BLA complementation | inhibition, % at 8.4 µM | hit rate 0.18% among 200,000; in the data active means inhibition above about 25%;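 further: 0% = vehicle and 100% = reference inhibitor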
Target sequence (O00206 whole entry, looked up): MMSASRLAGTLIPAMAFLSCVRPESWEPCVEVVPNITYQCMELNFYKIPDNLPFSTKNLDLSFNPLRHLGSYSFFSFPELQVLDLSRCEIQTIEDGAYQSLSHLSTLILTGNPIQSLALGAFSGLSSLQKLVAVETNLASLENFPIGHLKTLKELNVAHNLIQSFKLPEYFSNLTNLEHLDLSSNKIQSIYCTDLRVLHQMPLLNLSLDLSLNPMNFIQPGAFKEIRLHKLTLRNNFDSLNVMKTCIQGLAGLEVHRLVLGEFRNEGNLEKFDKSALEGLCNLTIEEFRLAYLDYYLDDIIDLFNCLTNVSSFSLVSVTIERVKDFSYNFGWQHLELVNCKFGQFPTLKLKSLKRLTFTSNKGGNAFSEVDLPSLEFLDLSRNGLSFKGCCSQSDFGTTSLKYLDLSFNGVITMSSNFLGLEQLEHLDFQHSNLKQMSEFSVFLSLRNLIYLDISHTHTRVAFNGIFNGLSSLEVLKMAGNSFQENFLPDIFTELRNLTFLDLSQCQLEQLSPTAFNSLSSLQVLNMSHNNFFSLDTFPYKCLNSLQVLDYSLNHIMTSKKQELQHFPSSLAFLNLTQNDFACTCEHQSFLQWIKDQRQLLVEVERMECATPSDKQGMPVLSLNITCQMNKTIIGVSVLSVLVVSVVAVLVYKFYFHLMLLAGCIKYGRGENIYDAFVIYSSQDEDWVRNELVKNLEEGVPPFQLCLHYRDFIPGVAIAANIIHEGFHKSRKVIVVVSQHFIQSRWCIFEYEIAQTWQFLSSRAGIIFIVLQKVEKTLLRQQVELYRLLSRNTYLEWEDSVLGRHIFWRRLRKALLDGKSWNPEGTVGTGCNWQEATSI
Target sequence (Q99836 whole entry, looked up): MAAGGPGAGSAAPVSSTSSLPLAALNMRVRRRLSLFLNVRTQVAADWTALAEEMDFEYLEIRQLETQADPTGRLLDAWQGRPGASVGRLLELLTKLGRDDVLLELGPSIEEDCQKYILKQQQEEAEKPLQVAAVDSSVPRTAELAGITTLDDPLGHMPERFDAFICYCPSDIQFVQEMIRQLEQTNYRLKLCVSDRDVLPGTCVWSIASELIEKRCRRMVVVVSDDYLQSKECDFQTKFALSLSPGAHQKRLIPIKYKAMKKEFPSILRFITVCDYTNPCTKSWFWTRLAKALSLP
* hit, by the source's call; · = no result given.

SMILES	STAT3 blocker	STAT1 blocker	Redox H2O2 prof	NF-kB expr up	Hsp70 activator	STAT3 act	STAT1 activator	Efa HMGR inh	APP 5'UTR act	TLR4 MyD88 comp
C[C@H](NC(=O)Nc1cccc(C(F)(F)F)c1)C(=O)O	-2.3	-3.6	1.7	0.92	1.5	105.6	103.3	-6.1	-3.9	14.2
Nc1nnnn1/N=C\c1ccc(Cl)c([N+](=O)[O-])c1	7.4	1.4	-6.8	1.07	-0.4	97.4	98.7	-1.8	14.5	16.5
COc1ccc(NC(=O)C(C)N2c3cccc4cccc(c34)S2(=O)=O)cc1 (stereo not drawn)	13.4	-1.1	0.2	0.91	-0.2	94.6	101.0	-2.5	-12.8	8.7
CN1Cc2ccccc2N(CC(=O)NCc2ccccc2)C1=O	14.2	0.7	-0.7	1.11	-0.1	93.0	97.4	-9.8	-0.1	4.8
Cc1c(C)c(C)c(/C=[N+](/C)[O-])c(C)c1C	-4.1	-0.4	-0.3	1	-0.2	101.2	102.7	-1.7	-3.8	-2.1
Cc1cccc(NC(=O)c2ccc(NCCc3ccccc3)c([N+](=O)[O-])c2)c1	7.5	1.2	0.3	1.22	0.1	96.5	98.9	-4.8	2.5	4.6
COc1cc(SC)ccc1C(=O)N1CCCCCC1	14.8	1.2	-2.4	0.92	1.0	91.3	100.2	-2.3	1.2	1.9
Cc1ccc(-n2c(SCC(=O)N3CCOCC3)nnc2-c2cccnc2)cc1C	2.6	4.3	-3.8	1.32	-0.2	101.5	96.0	3.3	-7.0	2.9
CCOc1ccc(N2C(=O)CC(SC(=NC)Nc3cccc(OC)c3)C2=O)cc1 (stereo not drawn)	-0.7	5.6	-0.5	1.21	0.0	101.9	93.8	2.1	39.5	9.3
CCOc1ccc(NC(=O)CCn2cccc2)cc1	-0.9	-19.6	0.1	1.18	-0.2	101.4	117.8	-0.2	10.7	5.4
O=C(Nc1nnc(-c2ccccc2Cl)o1)c1ccc(S(=O)(=O)N2CCCCCC2)cc1	-0.1	3.0	3.3	0.95	0.0	102.3	97.2	-1.8	3.7	6.6
COc1cc(CCC(=O)OCC(=O)NCc2ccccc2)cc(OC)c1OC	4.8	9.2	-0.1	1.09	-0.1	100.8	89.8	-3.5	12.2	-9.8
COC(=O)C1CC(O)CN1S(=O)(=O)c1cccs1 (stereo not drawn)	2.5	8.8	-1.3	1.1	-0.2	104.3	91.2	1.8	3.4	1.3
N#Cc1cccc(Oc2ccc(-c3cnc4ccccc4n3)cc2)c1C#N	4.0	-0.9	0.4	1.23	-0.2	98.6	100.8	-9.1	-6.4	3.6
Nn1c(Cc2ccccc2F)nnc1SCC(=O)N1CC(=O)Nc2ccccc21	1.9	-7.1	-0.1	1.24	-0.1	101.0	105.0	-0.2	3.5	13.4
Cc1ccc(NC(=O)CN(C)c2ccc(S(=O)(=O)N3CCN(C)CC3)cn2)cc1	-3.9	7.2	0.4	1.25	0.4	107.0	93.4	-0.9	-15.5	-6.7
O=C(CC1C(=O)NCCN1Cc1c(F)cccc1Cl)NCc1ccccc1 (stereo not drawn)	-2.7	3.5	-0.2	1.05	-0.4	103.6	95.7	-3.3	-6.6	-1.6
CC1(C)Cc2ccccc2-c2nc(NCCCO)n(-c3ccccc3)c(=O)c21	10.5	1.8	-2.7	1.02	0.2	94.9	99.7	-0.9	23.2	17.7
Cc1cccc(NC(=O)c2cc(-c3ccccn3)nc3ccccc23)c1C	5.1	3.0	-1.1	0.53	-0.5	99.8	94.6	-4.4	-2.5	9.8
CCOC(=O)C(=CNc1cc(C)nn1C(C)(C)C)C(=O)OCC	-0.4	15.4	1.7	0.86	-0.1	105.1	86.2	0.3	·	-10.9
CC(=O)c1sc(NC(=O)COc2ccc([N+](=O)[O-])cc2)nc1C	5.1	9.0	-0.6	1.16	-0.1	98.5	89.8	5.0	12.2	1.1
O=c1c2ccccc2c(C=NCCc2ccccc2)c(O)n1Cc1ccccc1	3.1	2.0	0.0	1.03	-0.3	100.4	98.2	-4.5	15.4	5.0
COC(=O)c1cc(OC)c(OC)cc1NC(=O)C(C)c1ccc([N+](=O)[O-])cc1 (stereo not drawn)	3.2	-4.1	0.6	0.81	-0.4	102.0	103.7	-2.5	3.2	-4.4
Cc1ccc(-n2c(-c3ccco3)nc3nc4ccccc4nc32)cc1	-0.1	-6.2	1.6	1.15	-0.5	103.4	105.6	3.4	-1.2	-0.9
O=C(Nc1ccc(N2CCOCC2)c(Cl)c1)c1c(F)c(F)c(F)c(F)c1F	7.0	-9.0	2.1	0.78	-0.2	97.7	108.2	-0.5	5.7	10.6
O=c1c2c3n(c(=O)nc2[nH]n1-c1ccccc1)CCCCC3	18.3	6.9	-0.1	1.22	0.3	86.1	93.6	0.2	3.2	-7.1
O=C(COC(=O)c1cccc(S(=O)(=O)N2CCCC2)c1)Nc1ccccc1	6.6	-13.0	0.0	1.27	-0.1	95.8	111.0	1.9	3.3	-9.7
Cc1ccc2nc(Cl)c(C#N)cc2c1	7.3	-17.5	-0.6	1.24	1.7	95.8	114.2	-5.3	11.0	5.0
CCn1nnc(NC(=O)c2ccc(-c3ccc(Cl)cc3)o2)n1	12.5	-15.9	-2.9	1.16	0.4	93.5	114.6	-3.3	45.2	-8.6
CC1=CC(C)(C)Nc2ccc(OC(=O)CN3C(=O)C4CCCCC4C3=O)cc21 (stereo not drawn)	24.9	18.1	-0.7	1.94	-0.5	77.4	83.3	3.0	-3.8	11.6
CCOC(=O)C1CCN(C(=O)C2(NC(=O)Nc3cccc(F)c3)CCCCC2)CC1	-0.5	-7.5	-1.7	1.29	0.4	106.4	105.5	-0.6	-2.1	4.9
O=C(Nc1cccnc1)OC1CCCC1	1.7	7.3	-0.2	1.22	0.0	103.6	92.8	1.1	37.3	4.8
Cc1cccc(N(C(=O)c2nsc(Cl)c2Cl)C(C(=O)NC2CCCC2)c2ccc(O)cc2)c1C (stereo not drawn)	-17.2	7.8	-0.4	0.57	-0.2	113.0	93.1	-3.6	-8.4	7.2
COc1ccc(OC)c(CCNC(=O)CC2Oc3ccccc3NC2=O)c1 (stereo not drawn)	-12.1	6.8	-2.1	0.98	-0.4	113.9	93.8	-2.7	2.5	2.3
CCC(OCC(O)CN1CCN(CCN2C(=O)c3cccc4cccc(c34)C2=O)CC1)c1ccccc1 (stereo not drawn)	25.0	7.7	-0.8	0.45	-0.3	77.8	93.2	-0.5	14.8	-16.8
CN(Cc1ccccc1)C(=O)CN(c1ccc(F)cc1)S(=O)(=O)c1ccc2c(c1)OCCO2	-4.4	3.4	0.5	0.9	-0.4	106.3	94.2	-2.0	14.9	22.9
COC(=O)c1ccc(Cl)c(NC(=O)CN(c2ccccc2)S(=O)(=O)c2ccc(OC)cc2)c1	0.8	8.2	-0.2	0.65	0.4	98.8	92.6	-2.7	-2.3	11.2
COC(=O)c1nnn(CC(=O)NC(=O)Nc2c(C)cccc2C)c1C(=O)OC	-1.4	7.6	-0.5	1.21	-0.4	99.1	95.0	1.2	-6.7	1.1
CCOC(=O)Cc1csc(SCc2nc3ccccc3c(=O)[nH]2)n1	-2.4	7.1	1.2	1	-0.4	109.9	93.5	-8.1	-3.6	12.2
O=[N+]([O-])c1ccc(-n2cccc2/C=N/Nc2nc(N3CCCCC3)nc(N3CCCCC3)n2)cc1	-9.7	-0.7	-0.3	1.35	0.1	113.9	100.6	-1.4	-7.1	1.4

Some of the entries above in a different format:
Structure: CCOC(=O)C(=CNc1cc(C)nn1C(C)(C)C)C(=O)OCC
- STAT3 blocker: -0.4
- STAT1 blocker: 15.4
- Redox H2O2 prof: 1.7
- NF-kB expr up: 0.86
- Hsp70 activator: -0.1
- STAT3 act: 105.1
- STAT1 activator: 86.2
- Efa HMGR inh: 0.3
- APP 5'UTR act: ·
- TLR4 MyD88 comp: -10.9

Structure: CC(=O)c1sc(NC(=O)COc2ccc([N+](=O)[O-])cc2)nc1C
- STAT3 blocker: 5.1
- STAT1 blocker: 9.0
- Redox H2O2 prof: -0.6
- NF-kB expr up: 1.16
- Hsp70 activator: -0.1
- STAT3 act: 98.5
- STAT1 activator: 89.8
- Efa HMGR inh: 5.0
- APP 5'UTR act: 12.2
- TLR4 MyD88 comp: 1.1

Remaining list, next part
SMILES	STAT3 blocker	STAT1 blocker	Redox H2O2 prof	NF-kB expr up	Hsp70 activator	STAT3 act	STAT1 activator	Efa HMGR inh	APP 5'UTR act	TLR4 MyD88 comp
CC(C)CN(C(=O)COC(=O)c1ccc([N+](=O)[O-])o1)C1CCS(=O)(=O)C1 (stereo not drawn)	-5.1	-6.0	121.7*	1.67	-0.2	104.6	105.3	-2.5	-7.1	3.8
CNC(=O)NC(=O)C(C)OC(=O)c1c(C)noc1C (stereo not drawn)	-6.5	-7.5	0.0	0.97	-0.2	105.6	106.9	-1.8	-9.4	-5.7
Cc1nn(C)cc1/C=C1\CCC/C(=C\c2cn(C)nc2C)C1=O	3.3	-3.2	0.1	0.87	-0.2	97.5	102.9	3.0	-0.9	-7.5
CCCCNc1c([N+](=O)[O-])cc(C)cc1[N+](=O)[O-]	1.6	-2.8	0.0	1.1	-0.4	101.0	102.5	2.3	-11.4	2.8
O=C(CCn1c(=O)oc2ccccc21)Nc1ccon1	4.7	-0.2	0.3	1.15	-0.1	98.7	100.2	0.0	-6.0	-25.9
O=C1CCCN1CCC1CCCCN1Cc1nc(-c2cnccn2)no1 (stereo not drawn)	12.6	1.1	1.2	1.11	-0.3	98.7	98.2	-2.5	4.1	10.0
CCN=C(NCC)SC1CC(=O)N(c2cccc(OC)c2)C1=O (stereo not drawn)	8.9	-0.8	0.1	0.68	-0.2	97.8	101.3	-1.9	3.3	-4.2
COc1ccc(-n2c(CNC(=O)c3ccc(S(=O)(=O)N4CCCC4)cc3)n[nH]c2=S)cc1	7.5	9.1	0.3	1.07	0.6	97.6	91.8	-7.8	10.0	4.4
C=CCn1c(SCC(=O)NC2CC2)nc2sc(CC)cc2c1=O	4.7	4.3	0.0	0.82	0.1	97.6	93.8	-2.2	-17.5	3.6
COc1ccc(O)c(-c2cn[nH]c2-c2cccs2)c1	0.5	2.2	2.4	0.91	-0.1	102.2	98.0	-1.7	-1.0	-14.1
CC(NC(=O)Nc1ccc(O)cc1)(C(F)(F)F)C(F)(F)F	11.8	9.6	0.3	1.69	0.1	92.5	91.2	1.6	17.3	-18.5
CCCn1c(NCc2cc(C)ccc2O)nc2ccccc21	0.9	1.3	-0.2	0.86	-0.4	99.5	98.8	-4.2	-6.1	-15.5

From PubChem BioAssay
